GPR151 ag – activators of human GPR151 | Q8TDV0 | activation, % at 11.2 µM | PathHunter beta-arrestin GPR151 cells, luminescence | 1% of 650,000 active | AID 1508602; in the data active = activation above about 4.9%;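 note: 0% = median of compound wells and 100% = cells with positive control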
Target sequence (Q8TDV0 whole entry, looked up): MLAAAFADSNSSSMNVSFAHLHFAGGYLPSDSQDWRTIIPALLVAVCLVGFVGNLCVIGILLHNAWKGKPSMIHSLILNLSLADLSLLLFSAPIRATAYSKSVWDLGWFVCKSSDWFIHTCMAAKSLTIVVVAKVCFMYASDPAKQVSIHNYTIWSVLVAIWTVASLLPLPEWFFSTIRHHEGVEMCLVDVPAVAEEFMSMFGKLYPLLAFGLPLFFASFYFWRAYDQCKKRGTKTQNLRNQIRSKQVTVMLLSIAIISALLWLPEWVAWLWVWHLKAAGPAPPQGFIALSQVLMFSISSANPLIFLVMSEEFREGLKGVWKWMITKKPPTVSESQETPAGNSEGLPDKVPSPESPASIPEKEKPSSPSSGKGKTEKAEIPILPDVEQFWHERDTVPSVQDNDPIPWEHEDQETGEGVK
FBW7 activator – human FBW7 E3 ligase activation, primary screen | normalized activity (activation), % at 26.1 µM | Q969H0 | AlphaScreen FBW7–phospho-cyclin E peptide binding, activator screen | AID 1259310 | 0.13% of 650,000 active; in the data active = normalized activity above about 1.9%;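 note: purified mutant Fbw7 with reduced substrate affinity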
MITF inh – blocks human microphthalmia-associated transcription factor | AlphaScreen MITF homodimerization, bead proximity signal | inhibition, % at 2.6 µM | 0.91% of 650,000 active | O75030 | AID 1259374; in the data active = inhibition above about 50%;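 note: 0% = vehicle wells with protein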
Target sequence (O75030 whole entry, looked up): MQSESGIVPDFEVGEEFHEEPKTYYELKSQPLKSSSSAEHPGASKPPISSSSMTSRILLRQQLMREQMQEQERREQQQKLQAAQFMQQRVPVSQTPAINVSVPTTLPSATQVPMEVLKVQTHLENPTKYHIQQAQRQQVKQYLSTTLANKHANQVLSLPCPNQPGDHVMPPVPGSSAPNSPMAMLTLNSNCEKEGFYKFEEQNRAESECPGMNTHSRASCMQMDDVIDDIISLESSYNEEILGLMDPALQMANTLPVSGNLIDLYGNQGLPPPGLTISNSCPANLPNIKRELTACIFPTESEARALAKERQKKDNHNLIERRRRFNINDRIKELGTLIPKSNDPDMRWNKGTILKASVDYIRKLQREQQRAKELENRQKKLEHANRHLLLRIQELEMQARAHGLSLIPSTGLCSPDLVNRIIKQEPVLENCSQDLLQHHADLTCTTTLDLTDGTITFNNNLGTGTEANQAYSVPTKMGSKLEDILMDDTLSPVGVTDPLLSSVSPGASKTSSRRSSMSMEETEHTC
TEAD-YAP inh – TEAD-YAP interaction inhibition; HEK-TIYL cells, TEAD-Gal4/YAP UAS-luciferase luminescence; inhibition, % at 9.12 µM; 1.4% of 640,000 active; in the data active = inhibition above about 32%;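 note: 0% = median of test compound wells and 100% = reference inhibitor wells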
Active calls of the source: *; & = joins results of further samples.

SMILES,GPR151 ag,FBW7 activator,MITF inh,TEAD-YAP inh
CCN(CC)S(=O)(=O)c1ccc(N/N=C(\C)c2ccc(F)cc2)c([N+](=O)[O-])c1,-1.0,-0.1,6,6
Cc1nn(CC(=O)NCCCN2CCN(C3CCCCC3)CC2)c(=O)c2cccn12,0.3,0.0,11,8
CCC1NC(=S)NC(C)=C1C(=O)c1ccccc1 (stereo not drawn),-1.1,0.5,12,4
O=C(CSc1nc2ccccc2s1)OCC(=O)c1ccc([N+](=O)[O-])cc1,1.5,-0.5,11,10
COc1cccc(C(=O)N2CCC3(CC2)OCc2cccc(OC)c2O3)c1,-0.3,0.6,25,11
CCOc1ccc(-n2cc(-c3ccccc3)c3c(Nc4cc(C)ccc4OC)ncnc32)cc1,-0.2,0.5,11,6
COc1cc(OC)c(NC(=O)CCn2cccc2)cc1Cl,-0.3,0.1,5,-1
Cc1ccnc(N2CCC(C(=O)Nc3cc(Cl)ccc3Cl)CC2)n1,0.5,-0.1,12,5
Cc1ccc2cc(CN(CCCO)C(=O)Nc3ccc(F)cc3)c(=O)[nH]c2c1C,-0.2,0.0,-4,-15
CSc1ccccc1N1C(=O)CN(C(=O)C2CC(=O)Nc3ccccc32)CC1C (stereo not drawn),-1.3,0.1,25,-4
COc1ccc(-c2cc(-c3ccc(OC)cc3O)[nH]n2)cc1,-0.4,0.0,16,-61
CCCCCn1c(NCCC)nc2c1c(=O)[nH]c(=O)n2C,1.7,-0.1,6,-2
CC1CCCC(NC(=O)Cn2c(=O)oc3cc(S(=O)(=O)N4CCCC4)ccc32)C1C (stereo not drawn),-1.3,0.3,-5,17
CC1CCCN(C(=O)CCS(=O)(=O)Cc2ccccc2)C1 (stereo not drawn),0.1,-0.6,4,2
CCCN(CCC)C(=O)c1ccccc1NC(=O)CCN1C(=O)c2ccccc2C1=O,1.0,-0.1,-13,-10
O=C(Nc1ccccc1)c1ccc(OCC(=O)C2CC2)cc1,-9.4,0.0,-5,-22
CCOc1ccccc1-n1c(SCC(=O)NC(C)CC)nnc1-c1ccncc1 (stereo not drawn),2.3,0.2,19,1
CC(C)(C)CC(=O)N1CCc2cc(-c3csc(NC(=O)C4CC4)n3)ccc21,-0.2,0.3,19,-26
CCn1c(SCC(=O)N2CCCc3ccccc32)nnc1C(C)C,1.3,0.1,8,-1
CN(C)CCC(Oc1ccc(F)cc1)c1ccc(S(C)(=O)=O)cc1 (stereo not drawn),5.6*,-0.1,34,6
COc1cc(NC(=O)CN2C(=O)NC3(CCOc4ccccc43)C2=O)cc(OC)c1 (stereo not drawn),-1.8,0.0,1,5
CCOc1ccccc1NC(=O)N1CCN(c2ccc(Nc3cccnc3)nn2)CC1,0.0,0.6,14,7
Cc1ccccc1C1CC(=O)Nc2c1ccc1ccccc21 (stereo not drawn),0.3,-0.1,-9,2
COc1ccc(CN2CCNC(=O)C2CC(=O)N(C)Cc2ccno2)c(OC)c1 (stereo not drawn),-1.7,-0.3,-4,8
Cc1ccc(-c2csc(NC(=O)C3C4CCC(C4)C3C(=O)O)n2)cc1C (stereo not drawn),-0.1,0.0,1,-14

Other entries follow:
SMILES,GPR151 ag,FBW7 activator,MITF inh,TEAD-YAP inh
COc1ccc(OCc2cc(C(=O)N3CCN(C4CCCC4)CC3)no2)c(Cl)c1,-0.9,0.1,18,-57
CC(C)OC(=O)C1=C(N)OC2=C(C(=O)CCC2)C1c1cccc(C(F)(F)F)c1 (stereo not drawn),0.7,-0.1,2,-10
Cc1ccc2cccc(OCC(=O)Nc3ccc4c(c3)CCC4)c2n1,0.6,0.0,-14,1
CC/C(Cc1ccccc1)=N\NC(=O)CCc1ccccc1,2.1,-0.2,-12,-1
C=CCNc1cc(N2CCN(C(=O)c3ccc(C)cc3)CC2)ccc1[N+](=O)[O-],-0.8,-0.3,7,-10
CCC(CC)NC(=O)COC(=O)CNC(=O)c1cccc(F)c1,0.4,0.0,-3,-1
C[C@H]1C(=O)N2CCN(S(=O)(=O)c3cccc4ccccc34)C[C@@H]2C(=O)N1C,2.8,0.1,12,-5
c1c2c(cc3sc(Nc4nc5c(s4)CCCC5)nc13)OCO2,-1.3,0.5,16,-67
CCOCCCNCc1ccc(OC)cc1,1.6,0.0,24,8
O=S(=O)(c1ccc(Cl)cc1)N1CCN(Cc2ccncc2)CC1,0.0,-0.1,-8,10
CCC(C(=O)NCc1ccco1)n1ncn2c(cc3occc32)c1=O (stereo not drawn),0.7,-0.1,1,12
Cc1cccc(OCCn2c(-c3ccc(Cl)cc3)nc3ccccc3c2=O)c1,0.5,0.1,4,9
CC(=O)c1ccc(OCc2cc(C(=O)N(C)Cc3ccc(F)cc3)no2)cc1,-1.7,0.1,17,-56
O=C(CSc1nnc(-c2c[nH]c3ccccc23)o1)c1ccccc1,0.5,0.2,-11,-38
O=C(CCCn1c(=O)[nH]c2ccccc2c1=O)NCCC1=CCCCC1,1.5,0.0,1,2
COc1ccc(NC(=O)/C(C#N)=C/c2cc(C)n(-c3ccc(NC(C)=O)cc3)c2C)cc1,-0.2,0.6,5,-3
CCCN(CC1CC1)c1nc(C)nc(Nc2c(Cl)cc(Cl)cc2Cl)c1Cl,0.7&0.2,0.1&-0.1,22&-12,-3
CCNc1cc(N2CCN(C(=O)C(C)C)CC2)ccc1[N+](=O)[O-],0.5,-0.1,7,14
O=C(c1cccs1)N1CCN2C(=O)[C@@H]3C[C@@H](O)CN3C(=O)[C@H]2C1,-0.5,-0.1,8,0
O=c1cc(C(F)(F)F)nc2cc(-c3ccccc3)[nH]n12,-0.1,0.6,10,12
NCCNCCOCCOc1ccc(I)cc1,0.6,-0.2,38,5
CC(NC(=O)CCc1nc2ccccc2s1)c1ccc(S(N)(=O)=O)cc1 (stereo not drawn),-1.8,0.2,4,-1
C=CCOc1ccccc1CN(CC)CCN(CC)CC,-0.9,0.1,-4,-1
Clc1ccc(-n2c(SCCN3CCOCC3)nnc2-c2cccnc2)cc1,-0.2,0.0,19,-1
COc1ccc(NC(=O)CN(c2ccc(C)cc2)S(C)(=O)=O)c(OC)c1,2.4,0.1,12,9

Remaining list, next part
SMILES,GPR151 ag,FBW7 activator,MITF inh,TEAD-YAP inh
COc1cccc(C2CCN(Cc3ncc[nH]3)c3ccccc3S2)c1 (stereo not drawn),1.0,-0.1,7,0
COCCCN1C(=O)CC(CC(=O)NCc2ccc(F)cc2F)(c2ccccc2C)C1=O (stereo not drawn),-0.6,0.6,-17,-54
O=C(NC1CCCCC1)n1c(=O)oc2cc(Cl)ccc21,-0.4,0.1,7,4
CC(OC(=O)c1ccc2c(c1)C(=O)N(c1ccc(F)cc1)C2=O)C(=O)c1ccccc1 (stereo not drawn),-0.1,-0.1,8,-16
Cc1ccc2c(c1)N(C(=O)CCC(=O)N1CCC(C(N)=O)CC1)CCO2,1.4,0.1,1,2
O=C1Cc2cc(S(=O)(=O)NC3CCCCCCC3)ccc2N1,-0.5,-0.1,0,3
CSc1cccc2sc(N(CC3CCCO3)C(=O)c3cccs3)nc12 (stereo not drawn),-1.4,0.0,13,-6
CN(C)CC(=O)Nc1sc2c(c1C#N)CCCC2,-2.0,-0.1,2,-9
COc1ccc(-c2nc(CS(=O)(=O)CC(=O)Nc3ccc(Cl)cc3)c(C)o2)cc1,0.4,-0.4,1,-6
Cc1ccc(CN2CCC(CO)(CC3CCCCO3)CC2)o1 (stereo not drawn),2.6,-0.1,-4,-1
O=C(Cn1c2c(c(-c3ccccc3Cl)cc1=O)CCC2)N1CCCCCC1,0.8,0.1,-8,1
Cc1ccc(C(=O)c2cccnc2)cc1,0.8,0.1,0,-12
O=C(Nc1ccc2c(c1)OCO2)c1ccccc1NS(=O)(=O)c1ccc(F)c(F)c1,-0.8,0.0,10,9
CN(Cc1ccccc1)C(=O)COC(=O)c1cc(=O)c2ccccc2o1,0.1,-0.2,-6,-1
CC(=O)c1cccc(-c2nccc(NCCN3CCOCC3)n2)c1,-1.1,0.1,0,-14
COc1cccc(OCC(=O)Nc2cccc(-c3nnc(-c4ccccc4)o3)c2)c1,-4.8,-0.1,14,-28
O=C(Cn1nc(C(=O)O)c2ccccc2c1=O)NCCN1C(=O)CSC1=O,-0.1,0.0,14,9
O=S(=O)(c1cccnc1)N1CCc2[nH]c3ccccc3c2C1,4.0,-0.1,-2,2
CCC1(C)C(C#N)C(=O)NC(=O)C1C#N (stereo not drawn),2.1,0.0,4,-3
CCOC(=O)c1cccc(NC(=O)C(C)Oc2ccc(OC)cc2)c1 (stereo not drawn),-0.1,0.4,-7,-5
O=C(NNc1ccccc1)C(=O)NNS(=O)(=O)c1cccc([N+](=O)[O-])c1,-0.7,0.0,-3,-4
O=C(N/C(=C/c1ccccc1Cl)C(=O)N1CCCCC1)c1ccco1,-0.4,0.0,14,-8
Cc1cc(C(=O)Nc2nnc(-c3ccc(F)cc3)o2)nn1C,-1.2,-0.1,6,-27
Cc1cc(-c2cn[nH]c2)cc(C)c1NC(=O)C1COc2ccccc2O1 (stereo not drawn),-1.1,0.4,19,-13
Cc1cc2c(c(=O)n1Cc1cccs1)C(c1cccc(Cl)c1)C(C#N)=C(N)O2 (stereo not drawn),-0.5,-0.1,-10,2

Reprinted from above, six compounds:
SMILES,GPR151 ag,FBW7 activator,MITF inh,TEAD-YAP inh
O=C(Cn1c2c(c(-c3ccccc3Cl)cc1=O)CCC2)N1CCCCCC1,0.8,0.1,-8,1
Cc1ccc(C(=O)c2cccnc2)cc1,0.8,0.1,0,-12
O=C(Nc1ccc2c(c1)OCO2)c1ccccc1NS(=O)(=O)c1ccc(F)c(F)c1,-0.8,0.0,10,9
CN(Cc1ccccc1)C(=O)COC(=O)c1cc(=O)c2ccccc2o1,0.1,-0.2,-6,-1
CC(=O)c1cccc(-c2nccc(NCCN3CCOCC3)n2)c1,-1.1,0.1,0,-14
COc1cccc(OCC(=O)Nc2cccc(-c3nnc(-c4ccccc4)o3)c2)c1,-4.8,-0.1,14,-28

Remaining list, next part:
SMILES,GPR151 ag,FBW7 activator,MITF inh,TEAD-YAP inh
Cc1c(Cc2ccccc2)sc(NC(=O)Cc2ccccc2)c1C(N)=O,0.2,0.6,1,-17
O=C(COc1ccc(Br)cc1)Nc1ccc2c(c1)OCO2,0.2,0.0,5,1
FC(F)Oc1ccc(NC2=NCCCCC2)cc1,-0.3,-0.1,1,-2
COc1ccccc1-n1c(SCC(=O)N2CCCC2)nc2cccnc21,0.0,-0.1,0,-7
C#CCOC(=O)/C(=C/c1ccco1)NC(=O)c1ccccc1,0.9,-0.4,5,-19
CC(=O)NCc1nnc2n1CCN(Cc1nc(-c3ccccc3)cs1)CC2,1.5,0.0,10,2
CC(C)C(NS(C)(=O)=O)c1nnc2n1CCN(Cc1c(F)cccc1F)CC2 (stereo not drawn),-0.4,0.2,17,11
COC(=O)c1ccc(CC2(C)C(=O)Nc3ccc(OC)cc32)o1 (stereo not drawn),1.2,0.5,7,-5
Nc1ccc(-c2cnc3c(Nc4ccc5[nH]ccc5c4)nccn23)cc1,-0.4,0.1,9,69*
O=C(CCc1ccccn1)N1CCCC(CO)(Cc2ccccc2)C1 (stereo not drawn),-0.2,0.1,8,-6
Cc1cc(C)cc(C(=O)Nc2c(C)n(C)n(-c3ccccc3)c2=O)c1,0.8,-0.1,-7,-2

Four entries from above, field by field:
O=C(COc1ccc(Br)cc1)Nc1ccc2c(c1)OCO2
  GPR151 ag = 0.2	FBW7 activator = 0.0	MITF inh = 5	TEAD-YAP inh = 1
FC(F)Oc1ccc(NC2=NCCCCC2)cc1
  GPR151 ag = -0.3	FBW7 activator = -0.1	MITF inh = 1	TEAD-YAP inh = -2
COc1ccccc1-n1c(SCC(=O)N2CCCC2)nc2cccnc21
  GPR151 ag = 0.0	FBW7 activator = -0.1	MITF inh = 0	TEAD-YAP inh = -7
C#CCOC(=O)/C(=C/c1ccco1)NC(=O)c1ccccc1
  GPR151 ag = 0.9	FBW7 activator = -0.4	MITF inh = 5	TEAD-YAP inh = -19

Screening data: PubChem, The Scripps Research Institute Molecular Screening Center
